NOD1 NF-kB reporter: NOD1 signaling inhibitors, primary screen, cell-based, luminescence, uHTS (AID 1578). NOD1-driven NF-kB luciferase reporter cells, luminescence; higher % means a stronger effect. inhibition, % at 4 µM, or EC50 in µM where a hit was titrated. hit rate 1% among 290,000; in the data active = inhibition mostly above about 36%, no sharp cut-off; inactive = mostly below about 34%;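 also: HEK-293T reporter cells stimulated with the NOD1 agonist gamma-tri-DAP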
KOR beta-arrestin-1: KOR agonists, beta-arrestin recruitment, primary screen, cell-based, luminescence, uHTS (AID 1777). one-dose activation, % at 10 µM; EC50 in µM for titrated hits. Kappa-type opioid receptor (Homo sapiens). hit rate 0.02% among 280,000. KOR beta-arrestin recruitment, luminescence; higher % means a stronger effect; in the data active = activation above about 50%, passing the limit was not always enough; also: a part of the inactive calls stands beside numbers as strong as those of hits
TNAP activation fold: human TNAP enzyme activators, primary screen, biochemical, luminescent, no phosphate acceptor, uHTS (AID 1001). hit rate 0.03% among 200,000. purified TNAP, luminescent activation assay, no phosphate acceptor; higher activation fold means a stronger effect. activation fold at 20 µM, or EC50 in µM where a hit was titrated. Alkaline phosphatase, tissue-nonspecific isozyme (Homo sapiens); in the data active = activation fold from about 3, or a potency from the dose series; inactive = the rest, 99 in 100 with activation fold below about 1.6; also: many of its hits are not listed in these tables
LYP inhibition: inhibitors of LYP phosphatase, biochemical, fluorescence intensity, uHTS (AID 1779); Tyrosine-protein phosphatase non-receptor type 22 (Homo sapiens); recombinant LYP phosphatase, fluorescence intensity; higher % means a stronger effect; inhibition, % at 11.5 µM, or IC50 in µM where a hit was titrated; hit rate 0.054% among 290,000;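 also: plate controls were vehicle with enzyme for no effect and no enzyme for full effect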
human PMI inhibitors: human PMI inhibitors, high substrate, primary screen, biochemical, fluorescence intensity, high mannose 6-phosphate (AID 1220). recombinant PMI enzyme, coupled fluorescence intensity; higher % means a stronger effect. hit rate 0.66% among 190,000. inhibition, % at 20 µM, or IC50 in µM where a hit was titrated. Mannose-6-phosphate isomerase (Homo sapiens)
KOR beta-arrestin-2: KOR antagonists, beta-arrestin recruitment, cell-based, luminescence, uHTS (AID 1778); Kappa-type opioid receptor (Homo sapiens); KOR beta-arrestin recruitment, luminescence, antagonist mode; higher % means a stronger effect; inhibition, % at 10 µM, or IC50 in µM where a hit was titrated; hit rate 0.091% among 290,000; also: strong numbers were not always called active
HEK293 NOD2/NF-kB: NOD2 signaling inhibitors, cell-based, luminescence, uHTS, HEK293 (AID 1566). HEK293 NOD2/NF-kB luciferase reporter, luminescence; higher % means a stronger effect. inhibition, % at 4 µM; hits with a dose series show EC50 in µM. hit rate 0.63% among 290,000; also: many of its hits are not listed in these tables
XIAP antagonists: XIAP antagonists, biochemical, IAP family, fluorescence polarization (AID 1018). XIAP BIR domain, fluorescence polarization peptide displacement; higher % means a stronger effect. displacement, % at 20 µM, or IC50 in µM where a hit was titrated. hit rate 0.007% among 200,000; in the data active = displacement above about 50%; also: a part of the inactive calls stands beside numbers as strong as those of hits
human PMI inhibition: inhibitors of human PMI, primary screen, biochemical, fluorescence intensity, coupled assay (AID 1209). purified PMI enzyme, coupled fluorescence intensity; higher % means a stronger effect. Mannose-6-phosphate isomerase (Homo sapiens). hit rate 0.42% among 190,000. inhibition, % at 20 µM, or IC50 in µM where a hit was titrated;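 also: plate controls were DMSO vehicle for no effect and wells lacking substrate for full effect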
Numbers without * were called inactive; . = no result given; [ ] = remark or other dose. Rule as the data show it, unless noted: active = inhibition above about 50%; inactive = the rest.

Molecule	KOR beta-arrestin-2	HEK293 NOD2/NF-kB	LYP inhibition	KOR beta-arrestin-1	NOD1 NF-kB reporter	human PMI inhibition	TNAP activation fold	XIAP antagonists	human PMI inhibitors
COc1cc(C(C(=O)NCC2CCCO2)N(C(=O)Cn2nnc3ccccc32)c2ccc(OC)c(OC)c2)ccc1O (stereo not given)	-6%	7%	-6%	-5.7%	-16%	.	.	.	.
Cn1c(SCC(=O)c2ccc3c(c2)OCCO3)nnc1C(F)(F)F	5%	-10%	-9%	-2.1%	12%	.	.	.	.
Cc1ccc(C(C(=O)NC2CCCC2)N(Cc2cccs2)C(=O)CNC(=O)c2cccs2)o1 (stereo not given)	19%	7%	-1%	-4.6%	-10%	6%	1.1	-3.6%	5%
O=C(O)c1cc(-c2ccc(N3CCOCC3)cc2)nn1-c1ccc(F)cc1	-3%	20%	-5%	-4.0%	-8%	4%	1	-1.6%	0%
Cn1c(N)c(C(=O)COC(=O)C2CCCN2C(=O)c2cccs2)c(=O)n(C)c1=O (stereo not given)	-34%	14%	-6%	5.8%	5%	-8%	1.1	-8.1%	4%
Cn1c(=O)c2sccc2n(Cc2cccc(Br)c2)c1=O	-17%[20 µM]	29%	-8%	-0.1%	-9%	.	.	.	.
COc1cc(/C=C(/NC(=O)c2ccc(Cl)cc2Cl)C(=O)O)cc(OC)c1OC	0%	13%	1%	1.7%	-19%	5%	1.2	-4.9%	-4%
Cc1ccc(N/N=C2/CCCNC2=O)cc1	-2%	-7%	-5%	1.5%	-92%	-40%	1.1	-1.1%	-95%
COc1ccccc1C1CCN(C(=O)c2ccc(Cl)cc2)CC1	-51%	-22%	-2%	9.4%	10%	.	.	.	.
O=C(O)C1CSC(c2ccccc2)N1C(=O)c1ccco1 (stereo not given)	-42%	13%	-11%	-1.0%	7%	2%	1.2	-4.0%	-2%
Cn1nnnc1SCC(=O)Nc1ccc2c(c1)OCO2	-24%[20 µM]	-28%	-4%	-2.3%	-37%	6%	1.1	-3.2%	2%
CCOc1ccc(CNC(=O)NS(=O)(=O)c2ccc(OC)cc2)cc1	3%	10%	-15%	-0.1%	12%	-5%	1.1	-3.9%	-7%
CN(NC(=O)c1ccc(Cl)cc1)c1cccc(Cl)n1	-10%	0%	1%	3.2%	15%	11%	1.1	-1.1%	6%
CC(C)c1cc2c(c(O)c1O)[C@@]13CCCC(C)(C)C1CC2OC3=O (stereo not given in full)	10%[20 µM]	26%	-9%	-6.4%	12%	.	.	.	.
COc1ccc2oc(C)c(C(=O)Cn3ccnc3)c2c1	13%	-1%	0%	-1.8%	-16%	8%	1.1	-1.0%	11%

Some of these compounds in order of number of heavy atoms, falling:
Molecule	KOR beta-arrestin-2	HEK293 NOD2/NF-kB	LYP inhibition	KOR beta-arrestin-1	NOD1 NF-kB reporter	human PMI inhibition	TNAP activation fold	XIAP antagonists	human PMI inhibitors
COc1cc(/C=C(/NC(=O)c2ccc(Cl)cc2Cl)C(=O)O)cc(OC)c1OC	0%	13%	1%	1.7%	-19%	5%	1.2	-4.9%	-4%
CCOc1ccc(CNC(=O)NS(=O)(=O)c2ccc(OC)cc2)cc1	3%	10%	-15%	-0.1%	12%	-5%	1.1	-3.9%	-7%
COc1ccc2oc(C)c(C(=O)Cn3ccnc3)c2c1	13%	-1%	0%	-1.8%	-16%	8%	1.1	-1.0%	11%

(next part)
Molecule	KOR beta-arrestin-2	HEK293 NOD2/NF-kB	LYP inhibition	KOR beta-arrestin-1	NOD1 NF-kB reporter	human PMI inhibition	TNAP activation fold	XIAP antagonists	human PMI inhibitors
CCNC(=O)C(=O)NCC1OCCCN1S(=O)(=O)c1ccc(F)cc1C (stereo not given)	-8%	13%	-7%	6.9%	-9%	.	.	.	.
COCCn1c(=O)[nH]c2cc(C(=O)NCCc3ccc(OC)c(OC)c3)ccc2c1=O	17%	12%	-9%	-3.3%	8%	3%	1	-2.9%	6%
CC(=O)O/N=C(\N)c1ccc(-c2csnn2)cc1	9%	1%	-8%	-4.6%	-2%	.	.	.	.
CCN(CC)c1ccc(-n2c(C)cc(C=O)c2C)cc1	-22%	18%	-8%	3.4%	12%	7%	1.1	-4.6%	4%
CCC(NC(=O)NCc1ccccc1)(C(F)(F)F)C(F)(F)F	-10%	10%	-5%	-1.5%	-14%	12%	1	-5.4%	6%
COCCn1c(=NC(=O)CSC(C)=O)sc2cc(F)ccc21	14%	-4%	1%	-4.4%	-15%	5%	1.1	-2.8%	6%
CCOC(=O)c1c(NC(=O)c2ccco2)sc(C(=O)N2CCCC2)c1C	-48%	4%	-5%	.	-33%	20%	1.1	-1.5%	13%
O=C(O)C1CCN(C(=O)c2cccc3ccccc23)CC1	-1%	2%	-9%	-1.4%	-12%	.	.	.	.
CCn1cc(C(=O)O)c(=O)c2cc(F)c(N3CCN(C(=S)NC(=O)c4ccc(F)cc4)CC3)cc21	-8%	4%	-2%	-1.8%	-1%	.	.	.	.
Cc1ccc(Nc2nnc(SCC(=O)Nc3ccccc3[N+](=O)[O-])s2)cc1	2%	6%	1%	-5.1%	22%	19%	1	-6.2%	8%
CCCc1cc(C(=O)Nc2ccccc2C(=O)OC)no1	12%	-2%	-4%	-3.7%	-20%	7%	1.1	-11%	7%
COc1cc(CNCc2ccc(OC)c(OC)c2OC)cc(OC)c1	1%	5%	-10%	5.7%	6%	6%	1.1	-2.2%	2%
Cc1ccc(C(O)CSc2nnc(-c3ccc4ccccc4c3)n2C)cc1 (stereo not given)	-6%	13%	-6%	0.5%	-9%	.	.	.	.
CC(C)OC(=O)CSc1nc2ncccc2[nH]1	12%	-6%	-6%	4.8%	13%	2%	0.6	-6.3%	2%
Cc1ccc(NC(=O)C2Cc3ccccc3CN2C(=O)c2ccccc2)cc1Cl (stereo not given)	11%	3%	-2%	-2.3%	-7%	22%	1.2	-1.7%	8%

Following part:
Molecule	KOR beta-arrestin-2	HEK293 NOD2/NF-kB	LYP inhibition	KOR beta-arrestin-1	NOD1 NF-kB reporter	human PMI inhibition	TNAP activation fold	XIAP antagonists	human PMI inhibitors
O=C(NNC(=S)NC(=O)c1cccs1)c1cccnc1	13%	-3%	-5%	-6.3%	-43%	0%	2.5	-5.0%	3%
Cc1ccc(-n2nc3c(c2NC(=O)c2ccc4c(c2)OCO4)CS(=O)(=O)C3)cc1	-52%	-6%	-8%	3.5%	-39%	.	.	.	.
Cc1ccc(C2C(C#N)=C(N)SC(N)=C2C#N)o1	-9%	0%	1%	-3.8%	-11%	-9%	1.1	-14%	-7%
CCCCS(=O)(=O)Nc1ccc(N2CCOCC2)c(S(=O)(=O)N2CCOCC2)c1	1%	8%	-1%	-1.6%	-16%	.	.	.	.
Cc1ccc(C23CC4CC(CC(C(N)=O)(C4)C2)C3)cc1	-6%	7%	-7%	3.4%	-15%	.	.	.	.
OC(c1ccccc1)(c1ccccc1)C1CCN(C(=S)NC2CCCC2)CC1	28%[20 µM]	6%	0%	2.5%	-27%	13%	1.1	-2.1%	6%
CC(NC(=O)c1ccc(CS(C)(=O)=O)cc1)c1ccc(-n2ccnc2)cc1 (stereo not given)	20%	19%	-8%	-5.0%	-30%	.	.	.	.
CC(=O)c1cccc(N(CC(=O)Nc2ccccc2C(=O)N2CCCC2)S(C)(=O)=O)c1	19%	6%	-10%	0.9%	8%	.	.	.	.
Cc1nn(Cc2c(F)c(F)c(F)c(F)c2F)c(C)c1NC(=O)c1nn(C)c(C)c1Br	1%	18%	-11%	-1.1%	-30%	.	.	.	.
CCOC(CNC(=O)Cc1c(C)nc2c(-c3ccccc3)c(C)nn2c1C)OCC	-20%	0%	-10%	6.1%	18%	10%	1	-8.5%	11%
Cc1nc(CCNS(=O)(=O)c2cccs2)cs1	4%	21%	-4%	-2.9%	4%	0%	1.1	-3.9%	-3%
Cc1cccc2c(=O)n3c(nc12)CCCCC3	12%	18%	-4%	-2.0%	-12%	4%	1	-6.7%	2%
COC(=O)CSc1nc(-c2ccccc2)nc2ccccc12	-14%[20 µM]	-15%	4%	.	-22%	10%	1	-6.8%	5%
COc1ccc(C(C)=O)c(Oc2nc(CN3CCOCC3)nc3scc(-c4cccs4)c23)c1	-27%	5%	-2%	1.8%	-24%	6%	1	-2.2%	-13%
Cc1[nH]nc2c1C(C1CC=CCC1)C(C#N)=C(N)O2 (stereo not given)	-16%	5%	7%	10%	.	9%	0.3	1.3%	4%

13 successive records already listed, quoted:
Molecule	KOR beta-arrestin-2	HEK293 NOD2/NF-kB	LYP inhibition	KOR beta-arrestin-1	NOD1 NF-kB reporter	human PMI inhibition	TNAP activation fold	XIAP antagonists	human PMI inhibitors
Cc1ccc(C2C(C#N)=C(N)SC(N)=C2C#N)o1	-9%	0%	1%	-3.8%	-11%	-9%	1.1	-14%	-7%
CCCCS(=O)(=O)Nc1ccc(N2CCOCC2)c(S(=O)(=O)N2CCOCC2)c1	1%	8%	-1%	-1.6%	-16%	.	.	.	.
Cc1ccc(C23CC4CC(CC(C(N)=O)(C4)C2)C3)cc1	-6%	7%	-7%	3.4%	-15%	.	.	.	.
OC(c1ccccc1)(c1ccccc1)C1CCN(C(=S)NC2CCCC2)CC1	28%[20 µM]	6%	0%	2.5%	-27%	13%	1.1	-2.1%	6%
CC(NC(=O)c1ccc(CS(C)(=O)=O)cc1)c1ccc(-n2ccnc2)cc1 (stereo not given)	20%	19%	-8%	-5.0%	-30%	.	.	.	.
CC(=O)c1cccc(N(CC(=O)Nc2ccccc2C(=O)N2CCCC2)S(C)(=O)=O)c1	19%	6%	-10%	0.9%	8%	.	.	.	.
Cc1nn(Cc2c(F)c(F)c(F)c(F)c2F)c(C)c1NC(=O)c1nn(C)c(C)c1Br	1%	18%	-11%	-1.1%	-30%	.	.	.	.
CCOC(CNC(=O)Cc1c(C)nc2c(-c3ccccc3)c(C)nn2c1C)OCC	-20%	0%	-10%	6.1%	18%	10%	1	-8.5%	11%
Cc1nc(CCNS(=O)(=O)c2cccs2)cs1	4%	21%	-4%	-2.9%	4%	0%	1.1	-3.9%	-3%
Cc1cccc2c(=O)n3c(nc12)CCCCC3	12%	18%	-4%	-2.0%	-12%	4%	1	-6.7%	2%
COC(=O)CSc1nc(-c2ccccc2)nc2ccccc12	-14%[20 µM]	-15%	4%	.	-22%	10%	1	-6.8%	5%
COc1ccc(C(C)=O)c(Oc2nc(CN3CCOCC3)nc3scc(-c4cccs4)c23)c1	-27%	5%	-2%	1.8%	-24%	6%	1	-2.2%	-13%
Cc1[nH]nc2c1C(C1CC=CCC1)C(C#N)=C(N)O2 (stereo not given)	-16%	5%	7%	10%	.	9%	0.3	1.3%	4%

Further records follow:
Molecule	KOR beta-arrestin-2	HEK293 NOD2/NF-kB	LYP inhibition	KOR beta-arrestin-1	NOD1 NF-kB reporter	human PMI inhibition	TNAP activation fold	XIAP antagonists	human PMI inhibitors
Cn1c(SCC(=O)N2CCN(c3cccc(Cl)c3)CC2)nnc1-c1ccncc1	18%	23%	-5%	-5.0%	14%	-1%	1.1	-6.0%	1%
CCOC(=O)c1c(C)oc2cc(Br)c(OC(C)C(=O)OCC)cc12 (stereo not given)	-15%	5%	-8%	-3.5%	-13%	-2%	1.1	-4.6%	-2%
O=C(COC(=O)c1ccc(Br)o1)Nc1cccc(S(=O)(=O)N2CCCCCC2)c1	0%	9%	-1%	-1.8%	12%	16%	1.1	-9.4%	13%
O=C(NC12CC3CC(CC(C3)C1)C2)c1ccc(COc2ccc(Cl)cc2[N+](=O)[O-])o1	-27%	-24%	13%	2.7%	37%	4%	0.9	-5.5%	12%

Bioassay records deposited in PubChem BioAssay by Sanford-Burnham Center for Chemical Genomics.

A portion of the library; count on the stated rates, not on these rows.
